Compound activity: PubChem BioAssay, National Center for Advancing Translational Sciences (NCATS)
HP1b chromo inh: HTS for Inhibitors of HP1-beta Chromodomain Interactions with Methylated Histone Tails. Chromobox protein homolog 1 (Homo sapiens), P83916. AlphaScreen HP1-beta / biotin-H3K9me3 peptide binding. Potency, µM (highest dose often 114 µM), for inactives: at the top dose activity change, negative = inhibition, most hits filed as inhibitors. 390,000 compounds, 0.56% hits; also: potency is read from the fitted curve at half-maximal effect; nearly all actives have a fitted effect of over 70% in size; inactives centre near 23
Target sequence (P83916 whole entry, looked up): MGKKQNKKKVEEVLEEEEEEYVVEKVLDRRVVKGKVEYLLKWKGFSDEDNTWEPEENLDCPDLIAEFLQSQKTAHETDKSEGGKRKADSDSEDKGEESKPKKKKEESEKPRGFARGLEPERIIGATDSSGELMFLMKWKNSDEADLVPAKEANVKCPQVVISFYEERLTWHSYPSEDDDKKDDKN
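AlphaScreen: HP1-beta (50 nM) preformed 30 min with biotin-H3(1-18)K9me3 peptide (50 nM) in PBS pH 7.4, 0.01% Tween-20. Compound added for 30 min at RT, then streptavidin donor/nickel chelate acceptor beads (10 ug/mL) for 30 min.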
GLS inhibitor: qHTS for Inhibitors of Glutaminase (GLS) | GLS enzymatic activity, qHTS titration | 410,000 compounds, 0.21% hits | AID 624170, 2012 | Potency, µM (highest dose often 45.5 µM), for inactives: top-dose activity change, negative = inhibition, usual class: inhibitors | Glutaminase kidney isoform, mitochondrial (Homo sapiens), O94925; also: potency is read from the fitted curve at half-maximal effect; % is scaled to controls: 0 for no effect and ±100 for the full control effect
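Two-point fluorescence kinetic (t0, 30 min RT) for hKGA; glutamate detected via glutamate oxidase–HRP–Amplex Red. Substrate: 1 mM L-glutamine solution; buffer 45 mM KH2PO4, pH 8.2.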
JMJD2A Tudor: qHTS Assay for Inhibitors of JMJD2A-Tudor Domain | 390,000 compounds, 4.4% hits | AID 504339, 2011 | AlphaScreen JMJD2A-Tudor / H3K4me3 peptide binding | Lysine-specific demethylase 4A (Homo sapiens), O75164 | Potency, µM (top dose mostly 114 µM), inactives show top-dose activity change, negative = inhibition, actives largely listed as inhibitors; also: potency is read from the fitted curve at half-maximal effect; % is scaled to controls: 0 for no effect and ±100 for the full control effect; nearly all actives have a fitted effect of over 50% in size
RGS4 inh: Inhibitors of Regulator of G Protein Signaling (RGS) 4: qHTS; Transcreener GDP fluorescence polarization, RGS4-accelerated GTP hydrolysis; Potency, µM (doses to about 114 µM), for inactives: top-dose activity change, negative = inhibition, actives largely listed as inhibitors; 390,000 compounds, 0.039% hits; also: potency is read from the fitted curve at half-maximal effect; % is scaled to controls: 0 for no effect and ±100 for the full control effect; nearly all actives have a fitted effect of over 75% in size; some results filed as inactive show a strong effect at the top dose
Target sequence (P49798 whole entry, looked up): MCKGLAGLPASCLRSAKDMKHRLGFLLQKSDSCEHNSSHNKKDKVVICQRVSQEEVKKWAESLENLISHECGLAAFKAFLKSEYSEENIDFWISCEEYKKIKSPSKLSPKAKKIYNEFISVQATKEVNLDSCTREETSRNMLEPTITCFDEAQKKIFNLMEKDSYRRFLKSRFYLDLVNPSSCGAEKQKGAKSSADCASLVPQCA
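MLSMR compounds (23 nl, pin-transferred) preincubated 10 min at room temperature with a 500nM (2x) first reagent, then RGS4 at 900nM (2x) plus Transcreener GDP mix added; fluorescence polarization (620/688 nm) read before and after 90 min at 30 °C.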
G9a block: qHTS Assay for Inhibitors of Histone Lysine Methyltransferase G9a; Histone-lysine N-methyltransferase EHMT2 (Homo sapiens), Q96KQ7; G9a H3K9 monomethylation, AlphaScreen, 2 h; Potency, µM (titrated, usually from 102 µM), for inactives: top-dose activity, negative = inhibition, usual class: inhibitors; 350,000 compounds, 8.8% hits; AID 504332, 2011; also: potency is read from the fitted curve at half-maximal effect; % is scaled to controls: 0 for no effect and ±100 for the full control effect; nearly all actives have a fitted effect of over 75% in size
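Chemiluminescent proximity detection of H3K9 monomethylation, read after 10 min bead incubation in the dark. Reaction: 20 nM G9a, 500 nM biotin-H3K9 peptide, 20 uM SAM cofactor, 2 h, room temperature, following 15 min enzyme-compound preincubation.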
PI4K2A block: qHTS for small molecular inhibitors of PI4K2A | purified PI4K2A, ADP-Glo luminescence, 1 h; stronger effect = lower value | activity change, negative = inhibition, % at 76.9 µM | 420,000 compounds, 0.13% hits | AID 1346378, 2018; in the data active = activity change below about -50%; inconclusive = mostly about -30% to -49%;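 also: -100% = wells without enzyme as full effect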
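ADP-Glo luminescence measured ADP generated by PI4K2A enzyme (4 ug/mL before mixing) with 1.2 mM PI substrate (pre-mix) and 300 microM ATP (pre-mix). Tris pH7.5 buffer with MgCl2, Triton X-100; 1 h reaction at ambient temperature.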
12-LOX inh: Primary qHTS assay for inhibitors of human arachidonate 12S-lipoxygenase (ALOX12): Round 2 | Potency, µM (top dose mostly 108 µM), for inactives: top-dose activity change, negative = inhibition, usual class: inhibitors | purified 12hLO, xylenol orange hydroperoxide absorbance | 580,000 compounds, 1.1% hits | Polyunsaturated fatty acid lipoxygenase ALOX12 (Homo sapiens), P18054; also: potency is read from the fitted curve at half-maximal effect; % is scaled to controls: 0 for no effect and ±100 for the full control effect
Target sequence (P18054 whole entry, looked up): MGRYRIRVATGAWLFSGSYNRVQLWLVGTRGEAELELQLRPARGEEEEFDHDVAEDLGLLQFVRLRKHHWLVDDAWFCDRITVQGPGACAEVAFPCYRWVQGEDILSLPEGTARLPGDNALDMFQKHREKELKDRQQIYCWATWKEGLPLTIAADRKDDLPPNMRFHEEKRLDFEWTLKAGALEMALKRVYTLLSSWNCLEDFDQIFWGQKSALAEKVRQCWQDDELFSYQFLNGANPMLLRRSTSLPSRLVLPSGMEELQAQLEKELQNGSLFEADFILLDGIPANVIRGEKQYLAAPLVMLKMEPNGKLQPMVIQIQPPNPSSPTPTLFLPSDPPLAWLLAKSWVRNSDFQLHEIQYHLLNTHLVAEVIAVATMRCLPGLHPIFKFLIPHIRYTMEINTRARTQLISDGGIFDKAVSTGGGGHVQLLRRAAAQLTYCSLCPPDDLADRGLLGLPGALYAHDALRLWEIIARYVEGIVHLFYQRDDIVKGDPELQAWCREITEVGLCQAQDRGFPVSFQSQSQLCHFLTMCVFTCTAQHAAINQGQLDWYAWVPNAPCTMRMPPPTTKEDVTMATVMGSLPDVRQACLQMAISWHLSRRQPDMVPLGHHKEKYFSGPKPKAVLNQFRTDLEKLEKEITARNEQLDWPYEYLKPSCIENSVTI
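Purified human 12hLO (150 nM final) in 25 mM Hepes, 0.01% Triton X-100, pH 7.0 was preincubated 15 min at room temperature with compound. Then 40 uM arachidonic acid was added, 30 min. Hydroperoxide was read by Fe-XO absorbance ratio 573/405 nm.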
BAZ2B block: qHTS Assay for Inhibitors of BAZ2B. Bromodomain adjacent to zinc finger domain protein 2B (Homo sapiens), Q9UIF8. AlphaScreen BAZ2B-H3K14Ac peptide displacement. Potency, µM (series often up to 114 µM), for inactives: top-dose activity change, negative = inhibition, hits mostly inhibitors. 360,000 compounds, 4.4% hits; also: potency is read from the fitted curve at half-maximal effect; % is scaled to controls: 0 for no effect and ±100 for the full control effect; nearly all actives have a fitted effect of over 60% in size
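In this displacement format the biotinylated H3(5-23) peptide acetylated at Lys14 serves as ligand at 50 nM, with BAZ2B at 50 nM in PBS pH 7.4 containing 0.01% Tween-20. Donor and acceptor beads are 10 ug/mL final.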
ERG Ets-DNA blk: qHTS for Small Molecule Inhibitors of the ERG Ets/DNA interaction; Potency, µM (titrated, usually from 76.9 µM), without a hit: at the highest dose FP activity, negative = inhibition, usual class: inhibitors; AID 624246, 2012; Transcriptional regulator ERG (Homo sapiens), P11308; fluorescence polarization, His-ERG Ets domain / labelled DNA; 370,000 compounds, 0.028% hits; active = well fitted inhibition curve with a large enough effect in the polarisation, with a control signal flat; inconclusive = small, poorly fitted or top-dose-only effect, or effect the other way, or a change in a side signal; inactive = no such curve, though single readings can be large or run the other way; the % refers to the polarisation;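 also: polarization taken with two DNA probes labelled with fluorescein and Texas red; potency is read from the fitted curve at half-maximal effect; % of control where 0% means no effect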
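His-tagged ERG Ets domain (1 uM in the protein solution; 300mM KCl, 50mM Tris-HCl, 1mM EDTA, 1mM DTT, pH 7.5) received compound, then a probe mix of 5 nM fluorescein-DNA and 100nM Texas-615-DNA. Fluorescence polarization was read for both dyes.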
The depositor's hits bear a star; ? = inconclusive; / = not tested or not shown; & = joins results of further samples; [ ] = dose if it differs, or a comment. Unless noted, calls follow the shape of the dose curve; as a rule, active = well fitted curve in the direction sought with a large enough effect; inconclusive = small, poorly fitted or top-dose-only effect, or another doubt; inactive = no such curve, though single readings can be large; an effect the other way counts as inactive or inconclusive.

The line under a structure holds: G9a block	GLS inhibitor	JMJD2A Tudor	12-LOX inh	ERG Ets-DNA blk	RGS4 inh	BAZ2B block	PI4K2A block	HP1b chromo inh
CCCC(NC(=O)Cc1c(C)c2c(cc(C)c3c(C)coc32)oc1=O)C(=O)O (configuration not stated)
    4%	0%	-16%	167%[activator]	0%	-14%	-1%	-5	48%[activator]
COC(=O)CC(=O)CSc1nc2c(cc1C#N)CCC2
    ?	10%	?	2%	2%	-5%	-31%	10	17%
CN(C(=O)c1cccc(C#CC(C)(C)O)c1)C1CCCN(Cc2ccccc2F)C1 (configuration not stated)
    -13%	-4%	-10%	2%	0%	-20%	7%	-3	11%
O=C(NC1CCCC1)c1cccc(S(=O)(=O)N2CCCC2)c1
    24%[12.7 µM]	-2%	-12%	4%	-1%	-4%	-3%	8	26%
CCN(CC)c1cc(C)c2cc(NC(=O)/C=C/c3cc(OC)c(OC)c(OC)c3)ccc2n1
    ?	1%	?	-10%	6%	?	?	1	-8%
O=C(NCC1CCCO1)c1ccc2c(c1)S(=O)(=O)c1ccccc1C2=O (configuration not stated)
    /	1%	-28%	1%	5%	13%	/	0	25%
CNC(=S)N(Cc1cc2cc(C)cc(C)c2[nH]c1=O)C1CCCC1
    -1%	-2%	1%	-18%	-4%	?	-15%	-3	30%
O=C(NCC(c1cccnc1)N1CCOCC1)C(=O)Nc1ccc(Cl)cc1 (configuration not stated)
    -4%[59 µM]	-4%	-3%	-13%	0%	-13%	-14%	0	21%
CCN(CC)CCOC(=O)/C=C/c1ccccc1OC
    -3%[59 µM]	2%	-11%	-13%	-13%	5%	0%	-2	40%
CCOc1ccc(NC(=S)N/N=C(\C)Cc2ccc(OC)cc2)cc1
    ?	-1%	7.1µM*	?	-5%	-29%	?	2	-24%
Cc1cccc(C(=O)NNC(=O)c2ccccc2C)c1
    /	6%	-11%	7%	1%	24%[11.4 µM]	-17%	-5	54%[activator]
COc1ccc(C(CNC(=O)c2ccc(S(=O)(=O)N(C)C)cc2)N2CCCC2)cc1 (configuration not stated)
    -1%	-11%	-17%	0%	10%	-15%	-3%	6	21%
CCC(C)[C@H](NC(=O)NCc1ccco1)C(=O)O (some centres not stated)
    3%[59 µM]	2%	-20%	?	1%	-10%	2%	-2	30%
NC(=O)COc1ccc(Cc2ncc(C(F)(F)F)cc2Cl)cc1
    2%	1%	-19%	0%	2%	8%	-16%	-21	22%
CCN(CC)S(=O)(=O)c1ccc(N2CCN(c3cccc(OC)c3)CC2)c([N+](=O)[O-])c1
    ?	7%	?	10%	8%	30%	?	-3	?
CCOC(=O)c1cnc(Nc2nc3ccccc3o2)nc1CSc1ncccn1
    /	21%	-19%	/	5%	?	/	3	13%
NC(=O)c1ccc(NC(=O)CN2CCN(S(=O)(=O)c3ccc4ccccc4c3)CC2)cc1
    3%[59 µM]	-14%	-17%	197%[activator]	14%	-17%	-20%	6	20%
O=C(c1cc2cc(F)ccc2[nH]1)N1CCc2ccccc21
    -6%	-5%	-6%	9%	4%	7%	-14%	2	25%
CCOc1ccc(N2CC(C(=O)Nc3ccc4c(c3)OCCO4)CC2=O)cc1 (configuration not stated)
    1%	0%	-21%	-13%	-9%	-13%	-12%	-2	1%
Cc1c(C=O)n(C)n(-c2ccccc2)c1=O
    -3%	-14%	1%	-7%	-1%	-14%	-15%	-17	25%
Cc1cccc2nc3c(nc12)CCCC3
    19%	1%	12%	-53%	4%	14%	0%	3	18%
O=c1c(-c2ccco2)[n+]([O-])c2ccccc2n1OCc1c(F)cccc1F
    /	-19%	-13%	?	1%	-2%	-3%	2	11%
COc1ccc(S(=O)(=O)N2CCCC(C(=O)NCC3CCCO3)C2)cc1C (configuration not stated)
    ?	0%	-2%	4%	-3%	-4%	-1%	-2	14%
CCc1nc(SCC(=O)NCCc2ccc(OC)c(OC)c2)c2c(=O)n(C)c(=O)n(C)c2n1
    -29%	0%	-22%	38%[activator]	4%	6%	-1%	2	37%
O=c1oc2ccccc2cc1-c1nc(-c2cccc(Cl)c2)cs1
    58%[activator][59 µM]	6%	0%	-10%	8%	4%	29%	-2	78%[activator]
CCN(CC)c1ccc2c(C)c(-c3ccc(N)cc3)c(=O)oc2c1
    26%[12.7 µM]	19%	9%	116%[activator]	5%	-47%	8%	2	74%[activator]
N#Cc1nc(COc2ccccc2)oc1NCCN1CCOCC1
    ?	28%	-10%	-13%	2%	-38%	-11%	2	44%[activator]
CCOC(=O)c1ccccc1NC(=O)c1sc2ncn(Cc3cccc(F)c3)c(=O)c2c1C
    -24%[59 µM]	-3%	0%	-26%	-2%	7%	3%	4	31%
O=c1ccc(-c2ccc(S(=O)(=O)N3CCN(c4ccccc4)CC3)o2)n[nH]1
    /	2%	-11%	1%	-11%	6%	-6%	-6	28%
COc1ccc(-n2ncc3c2CC(C)(C)CC3NC(=O)Cc2nonc2C)cc1 (configuration not stated)
    71%[activator]	4%	-8%	10%	-4%	6%	-14%	3	8%
Cc1ccc(NC(=S)NCc2ccccn2)cc1
    11%[0.501 µM]	-10%	?	?	2%	-51%	-8%	?	10%
CCc1ccc(CNC(=O)c2cc3cc(S(=O)(=O)N4CCCCC4)ccc3n2C)cc1
    ?	4%	-4%	?	-1%	-21%	2%	-3	26%[57 µM]
COC(=O)[C@@H](NCc1cccc(CN([C@H](C(=O)OC)C(C)C)S(C)(=O)=O)c1)C(C)C
    10%	5%	-3%	4%	-9%	2%	0%	-2	40%[activator]
O=C(NCc1ccccc1Cl)c1ccc2c(c1)N(Cc1ccccc1)C(=O)CS2
    3%[59 µM]	-7%	-19%	-2%	3%	-11%	-1%	-1	21%
C=CCn1c(NC(=O)c2ccc(Br)o2)c(S(=O)(=O)c2ccccc2)c2nc3ccccc3nc21
    ?	32%	-22%	1%	-5%	-30%	-28%	1	21%
CCOCCc1nnc(NC(=O)CS(=O)(=O)Cc2ccccc2)s1
    -2%	-8%	-2%	-1%	3%	17%	1%	-2	11%
CCC1(C(=O)O)NC(c2cc(OC)ccc2O)C2C(=O)N(Cc3ccccc3)C(=O)C21 (configuration not stated)
    ?	33%[activator]	-19%	1%	-1%	-12%	?	-5	43%[activator]
O=C(c1cnn2c(C(F)(F)F)cc(-c3ccc4c(c3)OCO4)nc12)N1CCCC1
    6%	0%	-6%	?	-3%	-34%	0%	-3	34%
O=C(Nc1ccccc1)c1cc2ccccc2s1
    /	1%	-6%	0%	3%	3%	/	-6	26%[57 µM]
CCCCCC1CC(CC(=O)Nc2ccc([N+](=O)[O-])cc2)C(=O)O1 (configuration not stated)
    -4%	-5%	-23%	-16%	-8%	0%	14%	1	23%
Cc1cccc(N2CCN(C(=O)CCN3C(=S)NC(C)(C)CC3C)CC2)c1C (configuration not stated)
    -44%	5%	?	?	-4%	-23%	?	1	-10%
Cc1ccc2nc(CSc3nnc(NC(=O)COc4ccccc4F)s3)cc(=O)n2c1
    18%[59 µM]	9%	-10%	-11%	1%	-4%	8%	-4	15%[57 µM]
COc1ccc(Oc2coc3cc(OC(=O)c4cccs4)ccc3c2=O)cc1
    19%[0.0925 µM]	3%	1%	3%&0%	5%	-38%	0%	16	50%[activator]
COCCNC(=O)c1onc(CSc2cc(C)ccc2C)c1C(=O)O
    -30%	14%	-13%	?	2%	26%	-7%	-2	25%
CC1CC(=Cc2ccc(N)cc2)C(=O)O1 (configuration not stated)
    /	2%	-6%	0%	8%	11%	/	1	22%[57 µM]
N#CCC(=O)Nc1ccc(C(=O)OC(C(=O)Nc2cc(C(F)(F)F)ccc2Cl)c2ccccc2)cc1 (configuration not stated)
    -37%	-17%	-10%	-28%	15%	20%	-5%	0	10%
CCCCSc1nnc(CSc2ncccn2)n1C
    -44%	0%	0%	0%	0%	20%	2%	5	28%
Cc1cc(C)c(C(=O)N(C)C2CCCN(Cc3ccccc3F)C2)o1 (configuration not stated)
    72%	1%	-21%	389%[activator]	5%	-16%	-1%	5	14%
COc1ccc(S(=O)(=O)N(C)C[C@H]2Oc3ccc(NC(=O)Nc4ccc(C(F)(F)F)cc4)cc3C(=O)N([C@H](C)CO)C[C@@H]2C)cc1
    /	4%	-35%	?	-2%	14%	/	4	2%
CCOC(=O)c1cnc2ccc(Br)cc2c1NCC(C)O (configuration not stated)
    3%[59 µM]	5%	-9%	15%	1%	-1%	8%	-8	19%

A portion of the library. The share of hits here may be higher or lower than overall.
